Source: PubChem BioAssay
GRK2 inh: human GRK2 inhibition via aptamer displacement. AID 488847. P25098. 330,000 tested, 0.59% active. bead flow cytometry, FAM-aptamer displacement from GRK2. inhibition of aptamer binding, % at 10 µM;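 active = inhibition of aptamer binding above 40%, roughly 3 SD of noise, on plates passing a quality check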;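 also: median bead fluorescence of bound FAM aptamer so fluorescent compounds give negative values; no value below 0 was filed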
Target sequence (P25098 whole entry, looked up): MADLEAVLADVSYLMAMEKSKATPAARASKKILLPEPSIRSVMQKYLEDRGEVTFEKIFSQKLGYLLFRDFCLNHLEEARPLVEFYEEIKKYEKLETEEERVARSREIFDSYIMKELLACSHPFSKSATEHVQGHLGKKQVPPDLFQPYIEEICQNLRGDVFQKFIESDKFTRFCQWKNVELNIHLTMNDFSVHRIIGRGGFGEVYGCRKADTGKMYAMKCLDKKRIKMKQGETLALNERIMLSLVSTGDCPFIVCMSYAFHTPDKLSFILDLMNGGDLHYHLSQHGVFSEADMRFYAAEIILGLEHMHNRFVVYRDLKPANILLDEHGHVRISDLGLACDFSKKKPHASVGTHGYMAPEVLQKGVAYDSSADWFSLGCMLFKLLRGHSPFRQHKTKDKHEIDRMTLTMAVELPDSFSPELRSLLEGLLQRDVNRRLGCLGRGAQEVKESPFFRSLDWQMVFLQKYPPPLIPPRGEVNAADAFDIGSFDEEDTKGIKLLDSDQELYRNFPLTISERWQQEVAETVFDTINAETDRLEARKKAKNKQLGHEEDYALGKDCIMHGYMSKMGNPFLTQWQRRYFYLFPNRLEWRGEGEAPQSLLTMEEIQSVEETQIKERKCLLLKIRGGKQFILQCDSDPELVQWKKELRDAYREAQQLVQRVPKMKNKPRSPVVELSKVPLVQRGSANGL
LAP4-GFP MLPCN: alters LAP4-GFP fluorescence in TOR pathway yeast screen. 320,000 tested, 0.34% active. AID 2023. GFP response vs DMSO, % at 10 µM. S. cerevisiae LAP4-GFP multiplex, flow cytometry GFP, 3 h; median GFP as percent of DMSO wells;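 active = GFP response vs DMSO above a set limit, about the screen mean plus 3 SD, cut at about 150% in these data; inconclusive = under 70 cell events counted for the yeast strain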
AGP1 TOR yeast: yeast TOR pathway AGP1-GFP modulation. S. cerevisiae AGP1-GFP multiplex flow cytometry, 3 h; GFP as percent of DMSO wells. GFP response vs DMSO, % at 10 µM. 320,000 tested, 0.02% active. AID 2066;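 active = GFP response relative to DMSO above a set limit, near screen average plus 3 SD, cut at about 150% in these data; inconclusive = fewer than 70 cells counted for the yeast strain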;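 also: median GFP channel fluorescence of the gated AGP1 strain per well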
MEP2 TOR yeast: yeast TOR pathway MEP2-GFP modulation. S. cerevisiae MEP2-GFP strain, flow cytometry GFP, 3 h; 100% = DMSO control level. GFP response vs DMSO, % at 10 µM. 330,000 tested, 0.51% active;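 active = GFP response versus DMSO above a set limit, roughly screen mean plus 3 SD, cut at about 180% in these data; inconclusive = fewer than 70 cells counted for a yeast strain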;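 also: median GFP fluorescence of the barcode-gated MEP2-GFP cells per well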
CIT2 TOR yeast: alters CIT2-GFP fluorescence in TOR pathway yeast screen; S. cerevisiae CIT2-GFP strain, flow cytometry, 3 h; 100 means same as DMSO wells; GFP response vs DMSO, % at 10 µM; 320,000 tested, 0.065% active;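 active = GFP response relative to DMSO above a set limit, near the screen mean plus 3 SD, cut at about 150% in these data; inconclusive = Fewer than 70 cells measured for a yeast strain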;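 also: ratio of well median GFP fluorescence to mean of DMSO wells on the plate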
RPL19A-GFP yeast: alters RPL19A-GFP fluorescence in TOR pathway yeast screen | 330,000 tested, 0.3% active | AID 2025 | S. cerevisiae RPL19A-GFP strain, flow cytometry, 3 h; active compounds read low | percent response vs DMSO, % at 10 µM;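 active = percent response vs DMSO below 50%; inconclusive = fewer than 70 events counted for the yeast strain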;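 also: median channel GFP fluorescence of the barcoded RPL19A-GFP strain; ratio of sample median GFP to plate DMSO average so 100% = DMSO; lower means less RPL19A-GFP as with rapamycin TOR inhibition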
Yeast superoxide: yeast age-related superoxide inhibition as caloric restriction mimetic | S. cerevisiae aged cells, superoxide DHE fluorescence; active compounds read low | superoxide response (% of plate mean), % at 10 µM | 330,000 tested, 0.18% active;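 active = superoxide response under a set limit, about three screen SD below normal, cut at about 65% in these data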;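 also: yeast aged for seven days with compound at 30 °C before DHE staining; 100% = average MFI of all compound-treated wells on the plate with controls excluded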
VLA-4 inh: inhibition in a human VLA-4 binding assay | P13612 | AID 2557 | 330,000 tested, 0.2% active | VLA-4 expressing cells, ligand binding flow cytometry | inhibition, % (about 7 µM as worked out from the volumes in the protocol); in the data active = inhibition above about 50%
The depositor's hits bear a star; ? = inconclusive.

item | structure | GRK2 inh | LAP4-GFP MLPCN | AGP1 TOR yeast | MEP2 TOR yeast | CIT2 TOR yeast | RPL19A-GFP yeast | Yeast superoxide | VLA-4 inh
1 | COc1ccccc1-c1nnc2n1N=C(c1ccc(O)c(O)c1)CS2 | 0 | 95 | 102 | 98 | 110 | 102 | 104 | 14
2 | CC1CC(C)CN(CCCNS(=O)(=O)c2cc(Br)cc3c2N(C(=O)C2CC2)CC3)C1 (stereo unspecified) | 8 | 100 | 108 | 94 | 108 | 107 | 88 | 10
3 | Cc1ccc(NC(=O)CSc2nn(-c3ccc(Cl)cc3)c(=S)s2)cc1S(=O)(=O)N(C)C | 8 | 97 | 99 | 92 | 102 | 104 | 107 | -8
4 | O=C(O)C1C2C=CC(C2)C1C(=O)NCCc1ccncc1 (stereo unspecified) | 0 | 90 | 93 | 95 | 93 | 96 | 96 | -6
5 | Cc1ccc(C(=O)N2CCN(S(=O)(=O)N3CCCCCC3)CC2)cc1 | 0 | 98 | 99 | 100 | 99 | 107 | 82 | 6
6 | O=[N+]([O-])c1nn(-c2ccccc2)n(O)c1=NCCc1ccccc1 | 0 | 103 | 97 | 105 | 97 | 99 | 109 | 19
7 | O=C(N/N=C/c1ccsc1)c1cc2ccccc2o1 | 0 | 105 | 105 | 100 | 93 | 103 | 104 | 18
8 | CSCCC(NC(=O)c1ccccc1)C(=O)N(C)CC(=O)Nc1ccc(N2CCOCC2)cc1 (stereo unspecified) | 0 | 98 | 101 | 97 | 100 | 99 | 95 | 8
9 | CC(N=c1ccccn1C(=O)Nc1ccc(F)cc1)c1ccco1 (stereo unspecified) | 1 | 92 | 87 | 95 | 95 | 93 | 99 | 3
10 | C[C@H](NC(=O)c1nc[nH]c1C(=O)N(C)Cc1ccccc1)c1ccccc1 | 1 | 94 | 97 | 100 | 101 | 98 | 100 | 0
11 | COc1ccc(C(=O)COC(=O)[C@H](C)Nc2ccc(C(F)(F)F)cc2[N+](=O)[O-])cc1 | 0 | 98 | 99 | 99 | 99 | 100 | 98 | 8
12 | COc1ccc(S(=O)(=O)Nc2c(C)nc3nc[nH]n3c2=O)cc1 | 2 | 94 | 94 | 97 | 95 | 94 | 110 | 3
13 | Cc1ccc(S(=O)(=O)Nc2cccc(C(=O)N3CCOCC3)c2)cc1 | 0 | 95 | 95 | 103 | 97 | 100 | 100 | 8
14 | O=C(O)CCCNS(=O)(=O)c1ccc2c(c1)OCCCO2 | 0 | 103 | 102 | 102 | 100 | 104 | 100 | 9
15 | O=C(OCc1cc(=O)n2ccsc2n1)c1ccccc1O | 2 | 125 | 106 | 110 | 106 | 105 | 107 | 0
16 | O=C(O)CC(CN1C(=O)c2ccccc2C1=O)c1ccccc1 (stereo unspecified) | 0 | 100 | 103 | 102 | 105 | 95 | 103 | 6
17 | CCCSc1nc2c(c(=O)[nH]c(=O)n2C)n1C | 0 | 99 | 97 | 105 | 98 | 102 | 118 | 6
18 | NCCSC1CC(=O)N(Cc2ccc(F)cc2)C1=O (stereo unspecified) | 1 | 104 | 102 | 100 | 100 | 98 | 98 | 0
19 | O=C1OC(OC(=O)c2ccccc2Br)C(N2CCOCC2)=C1Cl (stereo unspecified) | 0 | 101 | 108 | 117 | 110 | 102 | 90 | 17
20 | Cc1ccc(C)c(S(=O)(=O)N2CCCOC2CNC(=O)C(=O)NCc2ccncc2)c1 (stereo unspecified) | 5 | 104 | 102 | 103 | 96 | 96 | 92 | 5

Reprinted from the part before: two compounds, followed by the next part.
item | structure | GRK2 inh | LAP4-GFP MLPCN | AGP1 TOR yeast | MEP2 TOR yeast | CIT2 TOR yeast | RPL19A-GFP yeast | Yeast superoxide | VLA-4 inh
19 | O=C1OC(OC(=O)c2ccccc2Br)C(N2CCOCC2)=C1Cl (stereo unspecified) | 0 | 101 | 108 | 117 | 110 | 102 | 90 | 17
20 | Cc1ccc(C)c(S(=O)(=O)N2CCCOC2CNC(=O)C(=O)NCc2ccncc2)c1 (stereo unspecified) | 5 | 104 | 102 | 103 | 96 | 96 | 92 | 5
21 | Cc1cc(C(=O)NNC(=O)c2cccs2)c(C)o1 | 1 | 95 | 94 | 93 | 94 | 94 | 73 | 5
22 | Cc1ccc(C)c(N2CCN(C(=O)C3CCN(S(=O)(=O)c4cccc5nsnc45)CC3)CC2)c1 | 1 | 97 | 107 | 97 | 109 | 101 | 93 | -22
23 | COc1ccc([C@@H]2CC=C(C(=O)O)[C@H](c3ccc(Cl)cc3)N2S(=O)(=O)c2ccccc2C)cc1 | 2 | 98 | 93 | 111 | 87 | 99 | 97 | 2
24 | C=CCn1c(NC(C)c2cc(Cl)ccc2O)nc2ccccc21 (stereo unspecified) | 3 | 107 | 98 | 104 | 100 | 98 | 112 | 3
25 | Brc1ccc(-c2csc(-c3ccncc3)n2)cc1 | 0 | 86 | 87 | 101 | 112 | 100 | 94 | 19
26 | Cc1ccc(S(=O)(=O)NCCN2CCN(S(=O)(=O)c3ccccc3Cl)CC2)cc1 | 1 | 105 | 104 | 102 | 97 | 103 | 84 | 2
27 | CCOC(=O)C1C(=O)CC(C)(O)C(C(=O)OCC)C1c1ccc(F)cc1 (stereo unspecified) | 1 | 94 | 101 | 101 | 98 | 96 | 92 | -10
28 | CC(C)Cn1cnc2c(c1=N)C(c1ccccc1)C1=C(CC(C)(C)CC1=O)O2 (stereo unspecified) | 2 | 114 | 105 | 100 | 105 | 101 | 98 | -6
29 | Cn1c(CSc2ncccn2)nnc1SCC(=O)N1CCCC1 | 1 | 94 | 96 | 115 | 94 | 94 | 108 | 11
30 | O=C1CC(N(O)c2ccccc2)C(=O)N1c1cc(Cl)cc(Cl)c1 (stereo unspecified) | 4 | 106 | 101 | 100 | 95 | 99 | 85 | 0
31 | O=C(Nc1ccc(S(=O)(=O)N2CCCCCC2)cc1)c1[nH]ncc1[N+](=O)[O-] | 1 | ? | ? | ? | ? | ? | 101 | -4
32 | CN(C)S(=O)(=O)c1ccc(C(=O)NNC(=O)C23CC4CC(CC(C4)C2)C3)cc1 | 1 | 95 | 98 | 98 | 102 | 95 | 85 | -8
33 | CC(CC(=O)O)CC(=O)Nc1ccccc1C(=O)O (stereo unspecified) | 0 | 104 | 101 | 103 | 103 | 101 | 85 | 15
34 | CC1CCCCN1CC(=O)Nc1ccccc1Sc1ccccc1 (stereo unspecified) | 0 | 90 | 93 | 100 | 100 | 102 | 96 | 20
35 | COc1ccc(CNC(=O)C2CCN(c3nnc(N4CCCC4=O)s3)CC2)cc1 | 0 | 111 | 111 | 90 | 119 | 102 | 98 | -10
36 | COc1cccc(NC(=O)CSc2nnc(Cn3cnc([N+](=O)[O-])n3)n2C)c1 | 0 | 102 | 99 | 95 | 101 | 102 | 130 | 18
37 | OCCC1CN(Cc2ccccc2O)CCN1CCc1ccccc1 (stereo unspecified) | 3 | 122 | 96 | 92 | 94 | 95 | 90 | 5
38 | CCOc1ccc(NC(=O)c2ccc(NC(=O)Cc3n[nH]c(=O)c4ccccc34)cc2)cc1 | 0 | 103 | 104 | 101 | 100 | 100 | 105 | 1
39 | CC(C)c1cc(C(=O)N/N=C/c2c[nH]c3ccccc23)n[nH]1 | 0 | 100 | 96 | 88 | 94 | 92 | 95 | -2
40 | COc1ccc(OC)c(NC(=O)CSc2nnc(N)s2)c1 | 5 | 99 | 104 | 104 | 101 | 98 | 109 | 11
41 | CC1CC(C)(C)CC2(C1)NC(=O)N(CC(=O)Nc1nccs1)C2=O (stereo unspecified) | 0 | 104 | 100 | 98 | 108 | 95 | 94 | 11
42 | COc1ccc(NC(=O)C(CC(C)C)NC(=O)C2CCCCC2)c(OC)c1 (stereo unspecified) | 3 | 102 | 102 | 99 | 109 | 95 | 91 | 0
43 | COc1ccccc1C(=O)Nc1ccnn1C1CCN(Cc2ccccc2OCCO)CC1 | 0 | 99 | 102 | 108 | 96 | 97 | 94 | 20
44 | O=C(COc1cccnc1[N+](=O)[O-])Nc1cccc(Br)c1 | 0 | 96 | 96 | 96 | 117 | 98 | 105 | 5
45 | O=C(NN=C1CCCCCCCCCCC1)c1ccccc1F | 3 | 89 | 100 | 103 | 103 | 98 | 97 | 9
46 | O=C(COC(=O)/C=C/c1ccc(C(F)(F)F)cc1)NCCC1=CCCCC1 | 3 | 107 | 103 | 108 | 99 | 100 | 105 | 15
47 | Cc1noc(C)c1S(=O)(=O)Nc1ccc(C(=O)O)cc1 | 0 | 100 | 102 | 98 | 90 | 96 | 109 | 27
48 | O=C(CN1CCN(c2ccccc2Cl)CC1)NC1CCCc2ccccc21 (stereo unspecified) | 5 | 101 | 106 | 107 | 104 | 103 | 96 | 8
49 | Cc1cc(NC(=O)CSc2ccc(Cl)cc2)no1 | 3 | 110 | 96 | 105 | 98 | 99 | 105 | 6
50 | O=C(CSc1nnc(NC(=O)C2CCC2)s1)Nc1ccccc1F | 3 | 97 | 100 | 101 | 98 | 98 | 99 | 6
51 | Cc1ccc(-n2nnnc2SC(C)C(=O)NCC(=O)Nc2ccc(F)c(F)c2F)c(C)c1 (stereo unspecified) | 1 | 91 | 95 | 103 | 94 | 100 | 108 | 25
52 | O=C(CSc1nc2ccccc2c(=O)[nH]1)Nc1ccc(S(=O)(=O)N2CCCC2)cc1 | 1 | 100 | 96 | 102 | 99 | 101 | 113 | 3
53 | COc1ccc2cc(C3=CCCCC3)ncc2c1 | 0 | 107 | 90 | 96 | 89 | 97 | 134 | 16
54 | COc1ccccc1CNC(=O)CSc1ccc(C)cc1 | 0 | 95 | 102 | 104 | 99 | 107 | 94 | 20
55 | CCOc1ccccc1NC(=O)c1sc2ncn(CC(=O)N3CCOCC3)c(=O)c2c1C | 1 | 100 | 96 | 100 | 100 | 101 | 98 | -4
56 | CCOC(=O)C(NC(=O)NCc1ccc(OC)cc1)(OCC)C(F)(F)F (stereo unspecified) | 4 | 93 | 98 | 104 | 103 | 105 | 102 | 17
57 | CCOc1ccc(NC(=O)NNC(=O)C(C)Oc2ccccc2OC)cc1 (stereo unspecified) | 0 | 65 | 87 | 96 | 86 | 103 | 96 | 6
58 | COc1ccc(NC(=O)c2cc(-c3ccc(C)cc3)on2)cc1 | 0 | 93 | 93 | 99 | 102 | 104 | 92 | -19
59 | O=C(CSCc1ccc(Cl)cc1Cl)Nc1c[nH]c(=O)[nH]c1=O | 4 | 93 | 96 | 99 | 100 | 99 | 93 | 5
60 | COc1ccc(N(CC(=O)NCc2ccc(C)cc2)S(=O)(=O)c2c(C)[nH]c(=O)[nH]c2=O)cc1 | 1 | 92 | 104 | 109 | 119 | 103 | 95 | -20
61 | O=C(NCCCn1ccnc1)/C(=C/c1ccco1)NC(=O)c1ccccc1 | 0 | 79 | 87 | 85 | 88 | 85 | 109 | 26
62 | O=C(c1ccco1)N1CCN(S(=O)(=O)c2cccc(Cl)c2)CC1 | 0 | 96 | 99 | 101 | 83 | 94 | 95 | -8
63 | Cc1nn(C2CCCO2)c(=O)nc1N (stereo unspecified) | 0 | 105 | 101 | 95 | 96 | 96 | 103 | 3
64 | C/C(=N\NC(=O)c1cc(-c2cccc([N+](=O)[O-])c2)n[nH]1)c1ccc(F)cc1 | 1 | 112 | 117 | 100 | 105 | 98 | 88 | 0

Record cards (already shown). Order of values: GRK2 inh | LAP4-GFP MLPCN | AGP1 TOR yeast | MEP2 TOR yeast | CIT2 TOR yeast | RPL19A-GFP yeast | Yeast superoxide | VLA-4 inh
Results for Cc1nn(C2CCCO2)c(=O)nc1N (stereo unspecified) = 0 | 105 | 101 | 95 | 96 | 96 | 103 | 3
Results for O=C(c1ccco1)N1CCN(S(=O)(=O)c2cccc(Cl)c2)CC1 = 0 | 96 | 99 | 101 | 83 | 94 | 95 | -8
